# Abeta yeast res: compounds reversing amyloid beta toxicity in yeast. yeast expressing A-beta42, growth rescue, OD600, 48 h; response scale: 0% DMSO, 100% iron-clioquinol control. Potency, µM (top dose mostly 46.1 µM), without a hit: top-dose growth rescue, hits mostly activators. 410,000 tested, 0.063% active. AID 1347071; note: potency is the fitted concentration of half-maximal effect; nearly all actives have a fitted effect of over 55% in size
#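 Yeast growth medium received pinned compounds, then yeast cells expressing toxic A-beta were added; plates incubated at 30 C for 48 hr. Growth read as absorbance at 600 nm, normalized to DMSO and equimolar FeCl3 plus clioquinol controls.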
# IL2 activator: activates IL-2 in a cell-based reporter assay | 360,000 tested, 0.065% active | activation, % (series mostly up to about 46 µM) | AID 652025 | IL-2 activation reporter assay, cell-based qHTS; stimulated with anti-CD3/CD4/CD28 beads; in transgenic mouse T cells; in the data active = activation above about 50%; inconclusive = mostly about 30% to 49%; note: 0% is about no effect
#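 Using fluorescent plate cytometry, EGFP and DsRed are detected in transgenic mouse T cells stimulated 18 h at 37 degrees C with antibody-coated beads after 60 min compound pretreatment.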
# aSyn yeast inh: rescues yeast growth from alpha-synuclein toxicity. Yeast expressing alpha-synuclein, growth rescue, BacTiter-Glo, 24 h. Potency, µM (titrated, usually from 46.1 µM), inactives show at the highest dose growth rescue (activation), most hits filed as activators. 370,000 tested, 0.14% active; note: potency is the fitted concentration of half-maximal effect; % of control where 0% means no effect; nearly all actives have a fitted effect of over 65% in size
#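 Screening used galactose-induced yeast with toxic alpha-synuclein levels, exposed to compound for 24 hr at 30 deg C. Cell growth, read with BacTiter-Glo luminescence, gave the measured signal.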
# PI5P4K alpha inh: PI5P4K alpha (human) kinase inhibition; P48426; max response, %; PI5P4Kalpha enzyme, ADP-Glo luminescence, 60 min; active compounds read low; 330,000 tested, 1.2% active; active = max response of -50% or lower; inconclusive = between -30% and -50%; inactive = -30% or higher; note: value at the top dose of about 77 µM; % is set by controls: 0 for no effect and ±100 for the full control effect
#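 Reactions run in 0.038 M HEPES pH 7.4, 0.28 mM EGTA, 0.1% CHAPS and 5% DMSO, with PI5P4Kalpha, substrate, compound and 5 microM ATP final, one hour at room temperature. Readout is ADP-Glo luminescence.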
# FUS yeast rescue: rescues growth of FUS-expressing yeast. S. cerevisiae FUS-expressing, growth rescue, OD600, 24 h. 390,000 tested, 0.24% active. Potency, µM (highest dose often 76.6 µM), for inactives: at the top dose growth rescue (activation), actives largely listed as activators;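 note: potency is the fitted concentration of half-maximal effect; plate controls were DMSO vehicle for no effect and reference control for full effect; nearly all actives have a fitted effect of over 55% in size; some results filed as inactive show a strong effect at the top dose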
#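 Quantitative HTS measuring growth restoration of FUS-toxic yeast. Galactose-induced cells (OD 0.005) were exposed 24hr at 30C to compounds at several concentrations, then absorbance at 600 nm was recorded.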
# EPAC1 antagonist: EPAC1 (human) antagonism | AID 720709 | Potency, µM (top dose mostly 115 µM), for the others: at the highest dose activity change, negative = inhibition, most hits filed as inhibitors | O95398 | EPAC1 GEF assay, Rap1b-BODIPY-GDP exchange fluorescence | 360,000 tested, 0.14% active;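 note: potency is the fitted concentration of half-maximal effect; plate controls were vehicle for no effect and positive control for full effect; nearly all actives have a fitted effect of over 50% in size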
# Target sequence (O95398 whole entry, looked up): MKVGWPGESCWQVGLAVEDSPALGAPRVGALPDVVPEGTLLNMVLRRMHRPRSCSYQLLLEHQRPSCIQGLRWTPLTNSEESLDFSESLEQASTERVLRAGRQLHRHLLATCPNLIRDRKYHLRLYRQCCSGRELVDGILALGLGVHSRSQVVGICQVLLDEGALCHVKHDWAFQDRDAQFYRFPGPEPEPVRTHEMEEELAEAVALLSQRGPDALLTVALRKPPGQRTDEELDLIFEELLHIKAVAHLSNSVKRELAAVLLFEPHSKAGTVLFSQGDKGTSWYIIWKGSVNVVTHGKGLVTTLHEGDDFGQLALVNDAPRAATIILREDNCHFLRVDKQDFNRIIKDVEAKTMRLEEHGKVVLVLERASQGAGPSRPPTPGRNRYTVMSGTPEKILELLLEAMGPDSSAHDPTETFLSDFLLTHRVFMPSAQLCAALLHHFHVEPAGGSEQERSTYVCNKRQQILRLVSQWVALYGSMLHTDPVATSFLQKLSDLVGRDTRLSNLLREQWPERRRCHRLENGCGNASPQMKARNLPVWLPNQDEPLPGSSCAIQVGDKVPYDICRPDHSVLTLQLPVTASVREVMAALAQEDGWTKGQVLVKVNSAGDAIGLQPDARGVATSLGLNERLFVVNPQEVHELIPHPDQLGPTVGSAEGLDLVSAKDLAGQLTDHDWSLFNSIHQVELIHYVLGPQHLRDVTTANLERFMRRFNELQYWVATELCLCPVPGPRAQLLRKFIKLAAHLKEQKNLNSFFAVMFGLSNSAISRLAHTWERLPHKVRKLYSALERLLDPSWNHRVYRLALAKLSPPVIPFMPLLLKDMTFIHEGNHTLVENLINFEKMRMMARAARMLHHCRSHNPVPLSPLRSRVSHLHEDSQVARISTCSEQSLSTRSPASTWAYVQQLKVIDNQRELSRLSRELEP
# EPAC1 ag: activates human EPAC1 exchange factor; O95398; EPAC1 agonist qHTS, biochemical assay; response scale: 100% = response to 6.5 mM cAMP; Potency, µM (series often up to 154 µM), for the others: top-dose activation, actives largely listed as activators; 360,000 tested, 0.073% active; AID 720707; note: potency is the fitted concentration of half-maximal effect; nearly all actives have a fitted effect of over 60% in size
#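 EPAC1 100 nM, Rap1B–BODIPY-GDP 250 nM, unlabeled GDP 50 uM; compound titration; 5 min RT; kinetic read ex480/em540 at 5-min intervals ×30 min; data normalized to 6.5 mM cAMP agonist control.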
# PLK1 PBD block: PLK1 (human) polo-box domain binding inhibition. Potency, µM, for inactives: max response, negative = inhibition, usual class: inhibitors. AID 720504. Plk1 PBD binding of FITC phosphopeptide, fluorescence polarization. 360,000 tested, 2.8% active; note: potency is the fitted concentration of half-maximal effect; series mostly up to about 57 µM; % is set by controls: 0 for no effect and ±100 for the full control effect; nearly all actives have a fitted effect of over 65% in size
# WRN inhibitor: inhibitors of human WRN helicase; WRN helicase unwinding, fluorescent forked duplex, kinetic; Q14191; AID 651768; Potency, µM (doses to about 114 µM), for the others: top-dose activity change, negative = inhibition, most hits filed as inhibitors; 360,000 tested, 0.46% active; note: potency is the fitted concentration of half-maximal effect; % is set by controls: 0 for no effect and ±100 for the full control effect; nearly all actives have a fitted effect of over 55% in size
#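 Kinetic fluorescence helicase assay: unwinding of a quenched forked DNA duplex (100 nM final) with 2 mM ATP final raises red fluorescence (525/598 nm). Compounds sat 15 min at room temperature with 20 nM WRN beforehand.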
# The depositor's hits bear a star; ? = inconclusive; · = no result given; [ ] = another dose, or the depositor's remark. Unless noted, calls come from the whole dose curve; as a rule, active = well fitted curve in the direction sought with a large enough effect; inconclusive = small, poorly fitted or top-dose-only effect, or another doubt; inactive = no such curve, though single readings can be large; an effect the other way counts as inactive or inconclusive.
SMILES,Abeta yeast res,IL2 activator,aSyn yeast inh,PI5P4K alpha inh,FUS yeast rescue,EPAC1 antagonist,EPAC1 ag,PLK1 PBD block,WRN inhibitor
O=C(CC1C(=O)NCCN1CC1CCCCC1)NCc1ccc(F)cc1F (stereo unspecified),-12%,0.6,-4%,1,12%,6%,-6%,-13%,9%
CCN1C[C@@H]2[C@@H]3C(=O)N(Cc4ccccc4)C(=O)[C@@H]3[C@](CC)(C1=O)N2C(=O)c1ccc(Cl)c(Cl)c1,3%,-0.1,5%,8,33%,-6%,-14%,-4%,-13%
CN(C)C(=O)c1ccccc1Sc1cc(Cl)ccc1Cl,3%,2.0,6%,-3,-7%,-7%,5%,-7%,-2%
O=C(c1ccccc1Sc1ccc([N+](=O)[O-])cc1Cl)N1CCOCC1,3%,-2.2,5%,-3,8%,-4%,2%,-3%,1%
CCOC(=O)Cc1csc(NC(=O)/C=C\c2ccccc2)n1,-1%,-2.6,-15%,-3,13%,-27%,9%,-7%,-31%[57.1 µM]
Cc1cccc(C(=O)O/N=C(\c2ccccc2)c2cccnc2)c1,-15%,0.1,9%,3,24%,-21%,16%,-17%,-6%
Cc1ccc(CNC(=O)c2ccc3c(c2)NC(=O)C(N2CCOCC2)S3)cc1 (stereo unspecified),-22%,-0.7,-10%,-5,40%,-6%,9%,-18%,8%
CNC(=S)/N=C/NOCc1ccc(Cl)cc1Cl,5%,-1.3,-21%,-3,29%,?,15%,-18%,-29%
C=CCN1C(=O)CN=C1Nc1cc(C)ccc1C,-6%,-0.9,-2%,-2,11%,10%,-1%,-5%,13%
C=CCSC1=N/C(=C\c2cc(OCC)c(OC(C)=O)c([N+](=O)[O-])c2)C(=O)S1,-12%,-2.3,-7%,-72*,·,-2%,-7%,-26%,16%
COC(=O)CN1C(CN2CCOCC2)=Nc2ccc(Br)cc2C1c1ccccc1 (stereo unspecified),11%,-2.4,-2%,2,6%,1%,-4%,-1%,-11%
COc1ccc(Br)cc1S(=O)(=O)NCCc1cccs1,3%,-0.2,?,2,1%,-12%,2%,2%,4%
Cc1cc(NC(=O)CSc2nnc(C3CC3)n2-c2ccccc2)no1,-9%,1.4,2%,9,4%,3%,14%,-1%,-8%[57.1 µM]
O=C(CCCN1C(=O)S/C(=C/C=C/c2ccccc2)C1=O)Nc1ccc(C(=O)O)cc1,-3%,-4.3,-1%,-29,?,-28%,8%,30µM*,-3%[11.6 µM]
CC(=O)N1CCC(=NNc2ncc(C(F)(F)F)cc2Cl)CC1,-16%,-3.6,-8%,3,-14%,-5%,5%,-13%,9%
CCOC(=O)Nc1ccc(S(=O)(=O)NCc2ccccc2)cc1,7%,-0.7,0%,·,11%,-2%,7%,-3%,-6%
COc1ccc(Cl)cc1NC(=O)CN(C)C(=O)c1ccc(C)s1,3%,0.9,2%,3,2%,-1%,7%,-1%,-13%
Cc1cc2oc(C(=O)N(Cc3cccs3)C3CCS(=O)(=O)C3)cc(=O)c2cc1Cl (stereo unspecified),5%,0.3,0%,4,30%,-7%,0%,-12%,-26%
CCCCc1c(-c2ccccc2OC)ncn1Cc1ccc(-c2ccccc2)cc1,-40%[inhibitor],-0.8,-46%[inhibitor],-1,33%,2%,-5%,-1%,-10%
COc1cccc(-c2nc3cc(C)ccc3o2)c1,-12%,-0.2,-9%,4,8%,-13%,3%,-13%,?
CCc1nc2ccc(C(=O)N3CCN(S(=O)(=O)CC)CC3)cn2c1N(CC)CCOC,-2%,-0.7,2%,1,-2%,9%,-15%,2%,2%[57.1 µM]
O=C(COc1coc(CN2CCc3ccccc3C2)cc1=O)Nc1ccccc1F,20%,-3.7,0%,-16,6%,4%,3%,-2%,-9%
Nn1c(SCc2nc3ccccc3[nH]2)nnc1-c1cccnc1,15%,-1.2,-11%,·,12%,9%,7%,-5%,4%
COC(=O)CCN1CCN(S(=O)(=O)c2ccc3c(c2)OCCO3)CC1,-20%,-0.4,-1%,4,-23%,2%,-10%,2%,7%
COc1ccc(S(=O)(=O)N2CCOCC2)cc1NC(=O)COc1ccc2ccc(=O)oc2c1,0%,-1.2,-2%,-7,·,-4%,3%,-3%,-11%

# Other entries.
SMILES,Abeta yeast res,IL2 activator,aSyn yeast inh,PI5P4K alpha inh,FUS yeast rescue,EPAC1 antagonist,EPAC1 ag,PLK1 PBD block,WRN inhibitor
O=C(NCc1cccnc1)c1ccccc1-c1nc(-c2ccccc2)no1,-11%,-1.1,0%,-10,15%,-3%,-11%,-12%,2%
O=S(=O)(Nc1ccc(Cc2ccncc2)cc1)c1cccs1,-17%,-0.5,3%,·,3%,-1%,5%,-1%,-21%
COc1ccc(CCNC(=O)c2cc([N+](=O)[O-])ccc2N2CCOCC2)cc1,-11%,-3.5,1%,1,1%,9%,0%,5%,1%
C[C@H](NC(=O)[C@@H]1Cc2ccccc2CN1C(=O)OC(C)(C)C)C(=O)NCC1CCCO1 (stereo partly specified),7%,-1.9,-1%,3,15%,-7%,-11%,1%,-2%
COc1ccc(Cn2nnnc2C(c2ccc(N(C)C)cc2)N2CCC(C)CC2)cc1 (stereo unspecified),14%[9.22 µM],-3.3,-2%,2,-17%,-15%,-3%,8%,-11%
CCSc1nc2nn(-c3ccccc3)c(=O)c-2c2n1CCCCC2,-22%,-1.0,-2%,-2,-5%,-2%,2%,-12%,-20%
Nc1ncn(CC(=O)c2ccccc2)n1,6%,-0.3,2%,0,-32%,-1%,3%,5%,8%
CN(C)CCOC(=O)C12CC3(C)CC(C)(CC(C)(C3)C1)C2,-9%,-0.4,1%,·,11%,12%,-12%,-17%,-20%
Cc1nc(SCC(=O)c2ccc(Cl)cc2)c([N+](=O)[O-])[nH]1,15%,-2.1,·,-3,-1%,12%,-5%,-5%,-4%
C=CCNC(=O)c1ccc2nc(Cc3ccc(OC)cc3)oc2c1,-3%,0.0,-1%,5,9%,-22%,-9%,3%,0%[57.1 µM]
COc1ccc(C(=O)N(Cc2ccccc2)Cc2cc3cc4c(cc3[nH]c2=O)OCCO4)cc1,-7%,-1.0,-4%,·,22%,-4%,1%,-6%,5%
COc1c(Cl)cc(C(=O)NN)cc1Cl,2%,-3.5,1%,5,-3%,1%,11%,-21%,-26%
O=C(O)C1CC=CCC1C(=O)NCCCN1CCCC1=O (stereo unspecified),8%,0.5,-4%,-8,-16%,-10%,-1%,3%,20%
CN1CCCC(OC(=O)c2cccc(Br)c2)C1 (stereo unspecified),-3%,-0.1,4%,-2,9%,0%,10%,0%,2%
Fc1ccc(NCc2cn3ccccc3n2)cc1,-7%,0.6,-4%,-2,-10%,-14%,5%,3%,-5%
COc1ccccc1/C(C)=N/NC(=S)NCc1ccccc1,15%,-1.2,2%,2,10%,-5%,8%,2%,-5%
CC(/C=C/c1ccccc1)=N/O,7%,-0.3,-7%,-2,15%,3%,-2%,?,0%
COc1ccc(OC2CCN(S(=O)(=O)c3ccccc3)CC2)cc1,-14%,-0.9,9%,10,-1%,-10%,15%,-5%,-8%[57.1 µM]
CCOc1ccc(NC(=O)Cc2ccccc2)c([N+](=O)[O-])c1,8%,-0.4,-6%,-4,·,-5%,-5%,-17%,-21%
Cc1ccc(C(=O)Nc2cccc(S(=O)(=O)N3CCOCC3)c2)cc1[N+](=O)[O-],-3%,-3.5,-9%,-1,-28%,-1%,6%,-6%,-5%
COc1ccc(/C=C2\CCCC3C2=NN(C(=O)c2scnc2C)C3c2ccc(OC)cc2)cc1 (stereo unspecified),4%,-2.8,4%,·,43%,-8%,16%,5%,-10%
Cc1ccc(-c2nn(C)c(=O)c3ccccc23)cc1CNS(C)(=O)=O,-2%,-0.5,1%,2,11%,-7%,3%,-2%,-12%
c1ccc(-c2nc(NCCCn3ccnc3)c3ccccc3n2)cc1,-3%,-3.3,-6%,2,18%,4%,-1%,-4%,-6%
O=C(CN1C(=O)c2ccccc2C1=O)NC1CCC(O)CC1 (stereo unspecified),-6%,1.7,1%,2,·,10%,15%,-5%,1%
CC1(C(=O)NS(=O)(=O)c2cccc(F)c2)CCN1C(=O)Cc1cccs1 (stereo unspecified),-6%,0.9,1%,-4,-7%,-8%,7%,-6%,-10%

# New compounds follow
SMILES,Abeta yeast res,IL2 activator,aSyn yeast inh,PI5P4K alpha inh,FUS yeast rescue,EPAC1 antagonist,EPAC1 ag,PLK1 PBD block,WRN inhibitor
Cc1nc2c3cc(F)ccc3n(Cc3ccc(F)cc3)c2s1,-7%,-4.9,-6%,-2,4%,-5%,-1%,-21%,0%
CCOc1ccccc1N(CC(=O)Nc1ccccc1C(=O)O)S(C)(=O)=O,-12%,-0.9,0%,-7,-21%,12%,3%,-12%,4%
Cc1ccc(SCC(=O)Nc2ccc(N3CCN(C)CC3)c(F)c2)cc1,5%,1.0,4%,-2,·,6%,-2%,-9%,-2%
O=C(CNc1ccccc1)N/N=C/c1c[nH]c2ccccc12,14%,-1.8,2%,-1,-18%,-1%,11%,-1%,-9%
CSc1ncccc1C(=O)N1CCC1(C)C(=O)NC(C)C (stereo unspecified),-14%,-0.7,11%,0,-28%,-8%,7%,-10%,2%
CN(C(=O)CSc1ncnc2sccc12)C1CCS(=O)(=O)C1 (stereo unspecified),-1%,0.8,-9%[1.84 µM],4,5%,-10%,6%,-8%,2%
CN1CCN(CCOc2cccc(Cl)c2)CC1,-1%,-2.9,-4%,0,16%,12%,6%,-8%,-2%
CCCCNC(=O)CCCn1c(=S)[nH]c2cc3c(cc2c1=O)OCO3,1%,-0.7,2%,·,29%,7%,-1%,-3%,-5%
CC1(C(=O)NS(=O)(=O)c2ccccc2)CCN1C(=O)Cc1ccccc1Cl (stereo unspecified),-10%,0.3,3%,3,-13%,-11%,-10%,-7%,6%[57.1 µM]
CC1=C(C(=O)OC2CCC(C)CC2)C(c2ccc(O)c([N+](=O)[O-])c2)NC(=O)N1 (stereo unspecified),6%,-0.3,-4%,-4,?,14%,-8%,-1%,1%
